D2 agonist: activates the human D2 dopamine receptor; P14416; HEK293 T-REx D2 cells, calcium flux agonist mode; activation, % at 2 µM; 340,000 tested, 0.53% active;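 active means activation over 3 SD above normal in the single-dose calcium agonist read, cut at about 30% in these data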; further: 0% is about no effect
Target sequence (P14416 whole entry, looked up): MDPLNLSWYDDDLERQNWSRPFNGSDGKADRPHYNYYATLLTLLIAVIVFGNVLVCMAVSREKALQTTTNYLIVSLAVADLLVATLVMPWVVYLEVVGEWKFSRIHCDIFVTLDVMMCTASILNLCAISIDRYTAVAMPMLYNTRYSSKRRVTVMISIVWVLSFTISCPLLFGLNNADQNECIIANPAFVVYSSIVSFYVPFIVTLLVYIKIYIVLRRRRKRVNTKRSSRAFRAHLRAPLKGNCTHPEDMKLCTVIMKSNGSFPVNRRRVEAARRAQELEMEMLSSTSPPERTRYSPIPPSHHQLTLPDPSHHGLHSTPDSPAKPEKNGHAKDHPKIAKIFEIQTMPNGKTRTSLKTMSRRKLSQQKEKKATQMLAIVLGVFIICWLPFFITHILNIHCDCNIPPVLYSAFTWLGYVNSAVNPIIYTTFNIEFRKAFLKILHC
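Tetracycline-induced HEK293 T-REx cells with force-coupled D2 receptor, plated overnight at 30 C, loaded with no-wash calcium dye. After a 10 s baseline, compound was pin-added and calcium flux read kinetically for 180 s; calcium rises flagged agonists.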
TRHR ag: activates the human TRH receptor; P34981; TRHR cells, calcium flux fluo-8, FDSS agonist mode; activation, % at 2 µM; 360,000 tested, 0.18% active; further: 0% is about no effect
Target sequence (P34981 whole entry, looked up): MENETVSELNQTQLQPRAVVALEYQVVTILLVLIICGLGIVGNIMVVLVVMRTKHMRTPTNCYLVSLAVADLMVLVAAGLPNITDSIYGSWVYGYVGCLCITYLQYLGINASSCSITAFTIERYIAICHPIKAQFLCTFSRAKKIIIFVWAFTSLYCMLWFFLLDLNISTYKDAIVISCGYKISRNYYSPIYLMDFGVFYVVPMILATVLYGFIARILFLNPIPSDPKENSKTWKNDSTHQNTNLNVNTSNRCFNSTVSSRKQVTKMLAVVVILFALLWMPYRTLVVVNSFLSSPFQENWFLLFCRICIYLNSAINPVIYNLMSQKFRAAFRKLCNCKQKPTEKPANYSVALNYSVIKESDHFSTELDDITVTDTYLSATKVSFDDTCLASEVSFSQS
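Agonist-mode FDSS calcium read (Ex 480/Em 530, 1 s cycles) in 1536-well TRHR cells with fluo-8 dye, after 10-cycle baseline and 23 nL compound addition; TRH at EC20 (10 nM final) added afterwards for the enhancer phase.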
TRHR PAM: allosteric enhancers of human TRH receptor; enhancement, % at 2 µM; 360,000 tested, 0.66% active; TRHR cells, fluo-8 calcium fluorescence, EC20 TRH enhancement; P34981; in the data active means enhancement above about 30%; further: 0% is about no effect
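TRHR-expressing cells loaded with fluo-8 calcium dye were read kinetically (ex 480/em 530) during compound addition, then stimulated with an EC20 of TRH (10 nM final). Enhancement of the Gq-mediated intracellular calcium response was scored.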
D2 antag: antagonizes the human D2 dopamine receptor; P14416; HEK293 TREx D2 cells, calcium flux, dopamine EC80; inhibition, % at 10 µM; 340,000 tested, 2% active; in the data active means inhibition above about 30%; further: 0% is about no effect
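Compounds are added to dye-loaded, induced HEK293 T-REx cells coupled to calcium release via D2; after a 3 min kinetic read an EC80 dopamine stimulus is given and fluorescence is recorded for 3 more min.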
RXFP1 antag: antagonists of human relaxin receptor RXFP1; activity change, negative = inhibition, % at 57.5 µM; AID 1259400; Q9HBX9; HEK293-RXFP1, relaxin-stimulated cAMP HTRF, 30 min; stronger effect = lower value; 350,000 tested, 0.59% active;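 active means activity change of -60% or lower, but not beyond a set lower limit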; further: on the % scale 0 is the no-effect control and ±100 the full control effect
D1 ag: human D1 receptor agonism; HEK293 T-REx D1 cells, calcium flux, agonist mode; 360,000 tested, 1% active; P21728; activation, % at 2 µM; further: 0% is about no effect
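Inducible HEK293 T-REx D1 cells, force-coupled to calcium signalling, were plated at 4000 cells/well with tetracycline and held overnight at 30 C. After no-wash calcium dye loading, compound-evoked calcium rise over 180 s flagged agonists.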
D1 antagonist: human D1 dopamine receptor antagonism. HEK293 TREx D1 cells, calcium flux, dopamine EC80; stronger effect = lower value. 360,000 tested, 3.2% active. AID 504652. P21728. activity change, negative = inhibition, % at 10 µM; in the data active means activity change below about -30%; further: on the % scale 0 is the no-effect control and ±100 the full control effect
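Cells carrying a force-coupled, tetracycline-inducible human D1 receptor report calcium flux. Each well gets a 10 s baseline, compound with 180 s monitoring, then an EC80 dopamine stimulus with a second 180 s kinetic read.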
D1 PAM: human D1 dopamine receptor positive modulation. P21728. HEK293 TREx D1 cells, calcium flux, dopamine EC20 potentiation. potentiation, % at 10 µM. 360,000 tested, 0.036% active; in the data active means potentiation above about 30%; further: 0% is about no effect
D2 potentiator: D2 dopamine receptor (human) potentiation; P14416; HEK293 T-REx D2, calcium flux, EC20 dopamine potentiation; potentiation, % at 10 µM; 340,000 tested, 0.34% active; AID 485347;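 active means potentiation over 3 SD above the plate norm, cut at about 30% in these data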; further: 0% is about no effect
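Primary screen. Calcium kinetics in induced HEK293 T-REx D2 cells: compound pre-addition 180 s, EC20 dopamine, 180 s more.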
* hit, by the source's call; / = not tested or not shown. Unless noted, no stated cut-off is given here; in the data, active means activation above about 30%; inactive means the rest. Rows were taken by chance; overall some 7.1% were active at least once.

SMILES	D2 agonist	TRHR ag	TRHR PAM	D2 antag	RXFP1 antag	D1 ag	D1 antagonist	D1 PAM	D2 potentiator
Cc1cccc(N(C)C(=O)COc2cc(=O)n(C)c3ccccc23)c1	0.6	0.1	4	-23	-17	0	-12	/	4
CCN(CC)C(=O)Oc1ccc2ccccc2c1Cl	0.1	-0.6	-5	4	-33	2	-2	-3	8
COC(=O)c1[nH]c2cc(OC)c(OC)cc2c1NC(=O)CN1CCN(Cc2ccccc2)CC1	0.8	-0.1	1	0	/	-1	4	-11	-8
CC(=O)Nc1cccc(N2C(=O)CC(Cc3ccccc3)C2=O)c1 (stereo not drawn)	-0.2	0.2	-1	-12	-11	3	-3	-4	-10
O=C(NCCc1ccccc1)c1ccc2c(c1)N(Cc1ccccc1)C(=O)CS2=O (stereo not drawn)	/	0.5	2	/	-39	-3	-7	-1	/
Cc1ccc(-n2nnnc2CNC(=O)c2ccc3c(c2)OCO3)cc1C	-0.9	-0.5	-3	-1	4	-1	-17	-6	4
Cc1ccc(O)c(C(=O)c2cc(C#N)c(=O)n(-c3c(C)n(C)n(-c4ccccc4)c3=O)c2)c1	1.8	8.2	-3	-3	-10	5	4	6	-5
Cc1nnc(NC(=O)CSc2nnc(CC(=O)Nc3ccccc3Cl)n2C)s1	0.6	-1.4	2	-1	6	8	-3	/	5
O=C(NC(=S)NC1CCSC1=O)c1ccccc1F (stereo not drawn)	-0.1	0.2	5	-1	/	2	21	0	15
O=C(O)c1ccc2c(c1)N(Cc1cccc(F)c1)C(=O)CS2	0.1	0.3	3	2	/	1	5	0	0
O=c1cc(C(F)(F)F)nc(-n2[nH]c3c(c2=O)CCCC3)[nH]1	0.4	-0.2	11	-3	-14	0	-6	-5	-6
Cc1ccc(C)c(S(=O)(=O)N2CCCC2CNC(=O)c2ccc([N+](=O)[O-])cc2)c1 (stereo not drawn)	-0.1	-0.5	-13	2	-7	7	-18	-1	0
CCCCOP(=O)(OCCCC)C(O)c1ccc(N(C)C)cc1 (stereo not drawn)	-1.5	0.2	0	2	-4	4	-37*	-11	8
Cc1cccc(C)c1OCC(=O)NCC1CCCO1 (stereo not drawn)	-0.5	-0.2	5	-21	7	2	-5	4	2
CC(C)NC(=S)Nc1ccc2nc3n(c(=O)c2c1)CCCCC3	-2.4	-0.3	10	-8	-1	2	-79*	-4	12
CCN(CC)S(=O)(=O)c1ccc2[nH]c(=O)cc(C(=O)Nc3ccc(C)c(S(=O)(=O)N(CC)CC)c3)c2c1	-0.2	-0.1	-2	-7	9	3	-4	-3	6
CCOc1ccc(S(=O)(=O)N2CCN(C(=O)c3cc(S(=O)(=O)N4CCOCC4)ccc3C)CC2)cc1	0.0	0.8	-6	-8	-16	3	-6	-8	4
COCCN(C(=S)Nc1c(C)cc(C)cc1C)C(C)c1cccnc1 (stereo not drawn)	0.1	0.1	3	-26	10	1	-11	-1	-1
CN(CC(O)COCc1ccc2c(c1)OCO2)C1CCCCC1 (stereo not drawn)	0.4	-0.3	-2	-5	-11	1	-5	0	7
C=C1CCN(C(CC(C)C)C(=O)OC)S(=O)(=O)c2ccccc21 (stereo not drawn)	0.4	-0.5	1	24	/	1	-18	-8	0
CCc1ccc(C(=O)N2CCN(c3ccc(NC(=O)c4ccco4)cc3)CC2)cc1	-1.2	-0.1	-2	-3	-2	0	5	-5	6
CC(C)(C)C(=O)Nc1ccccc1C(=O)NCc1ccco1	-0.5	-0.5	-2	4	-24	11	0	4	-1
CCN1CCc2c(sc(N)c2C#N)C1	0.1	0.7	0	4	6	2	-6	2	/
COC(=O)c1c(-c2ccc3ccccc3c2)csc1NC(=O)Cc1ccc(OC)c(OC)c1	0.4	-0.1	1	20	-18	6	-3	0	-3
COc1ccc(C2(CNC(=O)C(c3ccccc3)c3ccccc3)CCOCC2)cc1OC	0.7	0.1	-6	-8	4	0	-17	1	3
COc1cc(/C=N/Nc2nc(N3CCCCC3)nc(N3CCCCC3)n2)ccc1OC(=O)c1ccco1	0.3	0.1	0	-9	/	1	1	3	-11
O=C(NC12CC3CC(CC(C3)C1)C2)C1=COCCO1	0.5	0.1	0	-1	-18	2	-7	-2	25
O=C(CCNS(=O)(=O)c1cccs1)N1CCN(c2cccc(C(F)(F)F)c2)CC1	-0.2	-0.1	-2	3	-3	5	-4	-3	9
COc1cc(C)ccc1OCCCn1c(-c2ccc(Cl)cc2)nc2ccccc2c1=O	1.8	0.8	2	/	-1	0	1	3	9
COc1cccc(NC(=O)c2cc(CN3CCOCC3)on2)c1	-0.8	0.3	-2	/	8	4	7	-5	10
CC(=O)c1c(C(C)=O)c(C)n(C2CCCCC2)c1C	-0.6	0.2	-1	2	-13	1	18	3	-4
COc1cc(C(=O)NCCC(=O)NC2CCCCCCC2)cc(OC)c1OC	0.3	0.2	-3	-9	-13	26	-4	-5	6
CCc1sc(C(=O)Nc2ccc(F)cc2C)cc1C	-0.5	-1.1	3	14	2	0	-2	0	-13
CCC(C)c1ccc(NC(=O)C2CCN(c3ccc(C(F)(F)F)cn3)CC2)cc1 (stereo not drawn)	-1.6	-0.9	2	17	-8	2	-4	-5	14
CC(=O)c1c(C)[nH]c(C(=O)OCC(=O)c2c[nH]c3ccccc23)c1C	1.8	0.2	-1	-29	-18	4	-31*	-3	-15
Nc1c(-c2ccccc2)c(CSc2nc3ccccc3[nH]2)nn1-c1cccc(C(=O)O)c1	/	-0.1	3	/	-1	0	15	4	/
CSCc1ccc(C(=O)NCc2ccccc2)cc1	/	-0.9	-7	/	4	1	-14	-2	/
Cc1cccc(OCC(=O)NCC(=O)N/N=C/c2cccs2)c1	/	0.5	2	/	-7	4	-4	0	/
CC(C(=O)Nc1ccc(O)c(C(=O)O)c1)N1C(=O)/C(=C/c2cccs2)SC1=S (stereo not drawn)	-0.2	0.5	0	-2	-17	8	2	-1	-1
CCOc1ccc(N2C(=O)C3ON(c4ccccc4)C(c4cccs4)C3C2=O)cc1 (stereo not drawn)	0.5	-0.1	12	-6	-30	3	18	-1	10
CCCn1c(SCC(=O)Nc2c(C)cccc2C)nnc1C(C)C	/	-0.5	2	/	-6	5	-4	9	/
CCc1nnc(NC(=O)CSc2nnc(-c3ccoc3C)n2-c2cccc(C)c2)s1	0.7	-0.2	-2	20	5	0	-5	-4	10
COC(=O)CCC(=O)N1CCC(CCC(=O)NCc2ccc(F)cc2)CC1	0.8	-0.4	-2	-3	7	4	6	-3	2
COCCN(C(=O)COC(=O)CCC1CCCC1)c1c(N)n(Cc2ccccc2)c(=O)[nH]c1=O	-0.2	-0.3	-6	-2	3	2	-7	-4	6
Cc1cc(C(=O)CSc2n[nH]c(N)n2)c(C)n1-c1cc(F)ccc1F	-0.7	-0.4	-2	-9	6	0	-4	0	4
Cc1cc(/N=C/C=C2\N(C)c3ccccc3C2(C)C)n(CCC#N)n1	0.0	0.9	-6	12	-10	3	-24	-7	-7
Cc1cc(Cl)ccc1NC(=S)NCCCN1CCCC1=O	-0.1	0.8	6	-5	-9	1	0	2	18
Fc1ccc(Nc2nnc(C(F)(F)F)s2)cc1Cl	9.4	2.7	-7	-17	-23	25	-24	3	2

Part of the list above in order of length of the SMILES, high to low.
SMILES	D2 agonist	TRHR ag	TRHR PAM	D2 antag	RXFP1 antag	D1 ag	D1 antagonist	D1 PAM	D2 potentiator
COCCN(C(=O)COC(=O)CCC1CCCC1)c1c(N)n(Cc2ccccc2)c(=O)[nH]c1=O	-0.2	-0.3	-6	-2	3	2	-7	-4	6
CC(=O)c1c(C)[nH]c(C(=O)OCC(=O)c2c[nH]c3ccccc23)c1C	1.8	0.2	-1	-29	-18	4	-31*	-3	-15
Cc1nnc(NC(=O)CSc2nnc(CC(=O)Nc3ccccc3Cl)n2C)s1	0.6	-1.4	2	-1	6	8	-3	/	5
Cc1cccc(N(C)C(=O)COc2cc(=O)n(C)c3ccccc23)c1	0.6	0.1	4	-23	-17	0	-12	/	4
CC(=O)Nc1cccc(N2C(=O)CC(Cc3ccccc3)C2=O)c1 (stereo not drawn)	-0.2	0.2	-1	-12	-11	3	-3	-4	-10
O=C(O)c1ccc2c(c1)N(Cc1cccc(F)c1)C(=O)CS2	0.1	0.3	3	2	/	1	5	0	0
CCCCOP(=O)(OCCCC)C(O)c1ccc(N(C)C)cc1 (stereo not drawn)	-1.5	0.2	0	2	-4	4	-37*	-11	8
Fc1ccc(Nc2nnc(C(F)(F)F)s2)cc1Cl	9.4	2.7	-7	-17	-23	25	-24	3	2
CCN(CC)C(=O)Oc1ccc2ccccc2c1Cl	0.1	-0.6	-5	4	-33	2	-2	-3	8

Continued.
SMILES	D2 agonist	TRHR ag	TRHR PAM	D2 antag	RXFP1 antag	D1 ag	D1 antagonist	D1 PAM	D2 potentiator
COC(=O)c1cn(C(=O)c2cc(OC)c(OC)c(OC)c2)c2ccccc12	/	-1.5	-3	/	-9	1	10	0	/
CC(=O)c1c(N2CCN(c3ccccc3)CC2)nc(=S)n(-c2ccccc2)c1C	4.2	17	-3	-13	-1	11	4	-6	-15
Nc1nc(CN2CCCCC2)cs1	2.0	0.2	3	9	-2	4	-3	-2	-1
COc1nc(-c2ccccc2)cc(-c2ccccc2)n1	-0.3	-0.3	-1	15	-34	4	14	1	-4
C=CCN1c2ccccc2[C@]23C[C@@H](C(=O)OC)N(C(=O)c4cc(C)oc4C)C2=NC(C(=O)OC)=C(C(=O)OC)[C@H]13	0.7	0.0	15	-11	/	4	-6	0	1
Cc1ccc(-c2noc(-c3nnn(CC(=O)Nc4cccc(C(F)(F)F)c4)c3N)n2)cc1	0.3	0.5	6	/	-5	2	11	-2	4
CCC(=O)Nc1ccc2c(c1)nc(CN1CCN(C(C)=O)CC1)n2C	0.4	-0.4	-5	9	-4	4	-6	-15	20
CC(C)(C)N=C(NS(=O)(=O)c1cccs1)c1ccccc1	0.5	0.1	3	-5	1	7	1	-2	-5
CCc1ccc(OCC(=O)Nc2ncn[nH]2)cc1	0.1	0.2	-4	13	/	2	20	-3	-5
COc1ccc([N+](=O)[O-])cc1NC(=O)CSc1nncn1-c1ccccc1	-1.0	0.1	-2	3	5	2	7	-2	-1
Cc1cccc(OCC(=O)Nc2cccc(-c3nnc(-c4ccccc4)o3)c2)c1C	0.9	0.7	3	-12	-6	0	-13	-7	9
COc1ccc(-c2cn(-c3ccc(OC)cc3)c3[n+]2-c2ccccc2CC3)cc1	-0.5	0.3	-9	-9	8	1	-15	1	-6
CCOC(=O)N1CCN(C2=C(NS(=O)(=O)c3ccccc3)C(=O)c3ccccc3C2=O)CC1	-0.2	0.8	-2	5	32	-1	0	-2	1
CCOC(=O)C(=CNCC(=O)OC)C(=O)OCC	-0.7	-0.2	1	36*	3	1	4	-4	2
O=C(COc1ccccc1-c1ccccc1)N/N=C/c1cccc2ccccc12	0.8	0.9	5	-16	1	3	-1	3	-1
O=C(COc1ccc(Cl)cc1)NCc1n[nH]c(=O)c2ccccc12	0.4	-0.5	-3	7	7	0	4	-5	-2
COc1ccc(-c2nc3ccc(C)cn3c2Nc2ccc3c(c2)OCO3)cc1	-0.1	0.1	0	/	/	2	8	1	0
Cc1cc(=O)n(C)c(=O)n1CCCNc1ccccc1	1.2	-0.2	-5	11	-14	3	0	4	7
